GLS inhibitor: blocks human kidney-isoform glutaminase activity; O94925; GLS enzymatic activity, qHTS titration; Potency, µM (highest dose often 45.5 µM), without a hit: top-dose activity change, negative = inhibition, actives largely listed as inhibitors; hit rate 0.21% among 410,000; further: potency means the concentration at half of the fitted maximal effect; on the % scale 0 is the no-effect control and ±100 the full control effect
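hKGA; 45 mM KH2PO4 pH 8.2 + 0.02% Tween-20; cpd via pin tool; 1 mM Gln soln; GluOx/HRP/Amplex Red; RT 30 min; fluor. t0 & final.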
HP1b binding inh: blocks HP1-beta chromodomain binding to methylated histone tails. P83916. AlphaScreen HP1-beta / biotin-H3K9me3 peptide binding. Potency, µM (highest dose often 114 µM), for the others: at the highest dose activity change, negative = inhibition, usual class: inhibitors. hit rate 0.56% among 390,000. AID 540317; further: potency means the concentration at half of the fitted maximal effect; nearly all actives have a fitted effect of over 70% in size; inactives centre near 23
Target sequence (P83916 whole entry, looked up): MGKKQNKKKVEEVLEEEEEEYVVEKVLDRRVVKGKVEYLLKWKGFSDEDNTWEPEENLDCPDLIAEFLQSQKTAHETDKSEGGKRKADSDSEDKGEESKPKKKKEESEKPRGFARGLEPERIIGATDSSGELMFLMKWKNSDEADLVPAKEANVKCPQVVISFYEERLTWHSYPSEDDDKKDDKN
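AlphaScreen: HP1-beta (50 nM) preformed 30 min with biotin-H3(1-18)K9me3 peptide (50 nM) in PBS pH 7.4, 0.01% Tween-20. Compound added for 30 min at RT, then streptavidin donor/nickel chelate acceptor beads (10 ug/mL) for 30 min.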
Pin1 inhibitor: blocks the human prolyl isomerase Pin1 | Q13526 | Pin1 FP peptide displacement, HiFluor488, 10 min | Potency, µM (top dose mostly 115 µM), without a hit: at the top dose activity, negative = inhibition, most hits filed as inhibitors | hit rate 0.009% among 390,000; active means well fitted inhibition curve with a large enough effect in the polarisation, with a control signal flat, not every such curve was filed as active; inconclusive means small, poorly fitted or top-dose-only effect, or effect the other way, or a change in a side signal; inactive means no such curve, though single readings can be large or run the other way; the % refers to the polarisation; further: potency means the concentration at half of the fitted maximal effect; on the % scale 0 is the no-effect control and ±100 the full control effect
BAZ2B block: inhibitors of human BAZ2B bromodomain; Q9UIF8; AlphaScreen BAZ2B-H3K14Ac peptide displacement; Potency, µM (top dose mostly 114 µM), without a hit: top-dose activity change, negative = inhibition, actives largely listed as inhibitors; hit rate 4.4% among 360,000; further: potency means the concentration at half of the fitted maximal effect; on the % scale 0 is the no-effect control and ±100 the full control effect; nearly all actives have a fitted effect of over 60% in size
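AlphaScreen luminescence quantifies BAZ2B engagement of H3K14Ac peptide; the protein and biotinylated peptide are both at 50 nM final, buffer PBS pH 7.4 with 0.01% Tween-20, all steps at room temperature.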
PGK inhibitor: T. brucei PGK inhibition | P07378 | PGK/GAPDH coupled, Kinase-Glo luminescence, 60 min | Potency, µM (titrated, usually from 57.5 µM), without a hit: top-dose activity change, negative = inhibition, actives largely listed as inhibitors | hit rate 0.043% among 380,000; further: potency means the concentration at half of the fitted maximal effect; on the % scale 0 is the no-effect control and ±100 the full control effect; nearly all actives have a fitted effect of over 60% in size
Target sequence (P07378 whole entry, looked up): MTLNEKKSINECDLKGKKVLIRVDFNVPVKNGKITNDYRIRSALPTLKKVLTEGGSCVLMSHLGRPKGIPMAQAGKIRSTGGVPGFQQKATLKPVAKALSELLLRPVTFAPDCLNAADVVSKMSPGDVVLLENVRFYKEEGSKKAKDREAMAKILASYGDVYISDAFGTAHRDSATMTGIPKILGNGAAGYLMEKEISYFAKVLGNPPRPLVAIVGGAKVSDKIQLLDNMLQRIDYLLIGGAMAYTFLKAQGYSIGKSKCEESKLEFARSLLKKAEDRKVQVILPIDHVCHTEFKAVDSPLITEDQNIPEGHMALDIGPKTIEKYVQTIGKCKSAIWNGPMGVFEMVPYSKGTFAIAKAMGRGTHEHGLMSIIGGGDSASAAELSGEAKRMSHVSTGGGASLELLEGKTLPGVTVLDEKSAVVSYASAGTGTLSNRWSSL
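Luminescent ATP detection (Kinase-Glo Plus) follows a 60-minute room-temperature incubation, with wells lacking PGK as controls. Buffer: 100 mM TEA (pH 7.6), 5 mM MgCl2, 0.01% Tween-20. Coupling enzyme GAPDH (100 nM final) supplies unstable 1,3-BPG in-well.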
G9a inh: G9a (human) methyltransferase inhibition. G9a H3K9 monomethylation, AlphaScreen, 2 h. Potency, µM (series often up to 102 µM), for the others: at the highest dose activity, negative = inhibition, usual class: inhibitors. Q96KQ7. AID 504332. hit rate 8.8% among 350,000; further: potency means the concentration at half of the fitted maximal effect; on the % scale 0 is the no-effect control and ±100 the full control effect; nearly all actives have a fitted effect of over 75% in size
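Signal arises when biotinylated H3K9 peptide, once monomethylated, bridges streptavidin donor and antibody-captured acceptor beads. Enzyme at 20 nM was preincubated 15 min with test compounds; peptide 500 nM and SAM 20 uM then reacted for 2 h.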
PI4K2A inh: PI4K2A (human) kinase inhibition; AID 1346378; activity change, negative = inhibition, % at 76.9 µM; hit rate 0.13% among 420,000; Q9BTU6; purified PI4K2A, ADP-Glo luminescence, 1 h; hits give low values; in the data active means activity change below about -50%; inconclusive means mostly about -30% to -49%;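 further: -100% = wells without enzyme as full effect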
Target sequence (Q9BTU6 whole entry, looked up): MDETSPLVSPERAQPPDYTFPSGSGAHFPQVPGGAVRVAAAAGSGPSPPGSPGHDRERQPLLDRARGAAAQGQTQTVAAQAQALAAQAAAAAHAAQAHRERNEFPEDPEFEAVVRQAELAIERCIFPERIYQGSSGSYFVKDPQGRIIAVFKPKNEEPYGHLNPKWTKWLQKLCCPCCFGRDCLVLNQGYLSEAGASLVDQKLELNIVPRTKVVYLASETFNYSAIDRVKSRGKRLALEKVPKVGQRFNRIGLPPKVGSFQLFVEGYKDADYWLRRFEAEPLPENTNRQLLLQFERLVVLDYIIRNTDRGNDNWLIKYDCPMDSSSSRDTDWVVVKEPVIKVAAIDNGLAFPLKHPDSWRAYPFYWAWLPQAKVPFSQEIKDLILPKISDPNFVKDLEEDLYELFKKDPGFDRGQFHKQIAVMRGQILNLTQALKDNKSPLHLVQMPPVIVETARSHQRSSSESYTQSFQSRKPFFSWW
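In this quantitative HTS, ADP production by PI4K2A was quantified luminescently after 1 h at ambient temperature; 100 microM adenosine served as plate-quality control.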
Pol eta inh: inhibitors of human DNA polymerase eta. Q9Y253. recombinant Pol eta, fluorescent DNA replication assay. Potency, µM (doses to about 114 µM), for the others: top-dose activity change, negative = inhibition, usual class: inhibitors. hit rate 1.2% among 390,000. AID 588591; further: potency means the concentration at half of the fitted maximal effect; on the % scale 0 is the no-effect control and ±100 the full control effect
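Pol eta (10 nM) was preincubated with compounds for 15 min at room temperature, after which fluorescent replication substrate (50 nM final) was added to start the reaction. Fluorescence was read kinetically at 0 and 10 min.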
JMJD2A Tudor inh: JMJD2A Tudor domain (human) inhibition | O75164 | AlphaScreen JMJD2A-Tudor / H3K4me3 peptide binding | Potency, µM (titrated, usually from 114 µM), for inactives: at the top dose activity change, negative = inhibition, most hits filed as inhibitors | hit rate 4.4% among 390,000 | AID 504339; further: potency means the concentration at half of the fitted maximal effect; on the % scale 0 is the no-effect control and ±100 the full control effect; nearly all actives have a fitted effect of over 50% in size
An asterisk follows results filed as active; i = inactive; ? = inconclusive; nt = not tested or not shown; & = joins results of further samples; [ ] = remark or other dose. Unless noted, the call rests on the fitted dose curve; in most records, active means well fitted curve in the direction sought with a large enough effect; inconclusive means small, poorly fitted or top-dose-only effect, or another doubt; inactive means no such curve, though single readings can be large; an effect the other way counts as inactive or inconclusive. A portion of the library; rates above refer to the full screens.

SMILES | GLS inhibitor | HP1b binding inh | Pin1 inhibitor | BAZ2B block | PGK inhibitor | G9a inh | PI4K2A inh | Pol eta inh | JMJD2A Tudor inh
CSCCC(NC(=O)c1ccco1)C(=O)N1CC(C)OC(C)C1 (stereo not drawn) | -4.6% | 55.8%[activator] | 2.1% | -0.1% | i | 40.1%[activator][12.7 µM] | -3.7 | -9.7% | -7.7%
CCCSc1nnc(-c2ccccc2NC(=O)CC)c(=O)[nH]1 | -0.4% | 43.4%[activator] | -0.5% | 3.9% | -0.4% | -25.9%[12.7 µM] | -5.3 | 9.3% | -13.2%
Cc1ccc2cc3cc(C(=O)N(C)c4ccccc4C)oc3nc2c1 | -5.5% | 16.5% | 0.9% | nt | nt | -4.6%[59 µM] | -1.2 | nt | -25.0%
COC(=O)c1cc2c(N)c(C(=O)c3ccc(Cl)cc3)sc2nc1C(OC)OC | -10.0% | 52.5% | 43.3%[activator] | -0.4% | -3.1% | 26.5%[59 µM] | 5.3 | -9.9% | 3.5%
CCC(=O)N=c1sc2ccccc2n1-c1ccccc1 | 3.1% | 45.7%[activator] | ? | 1.2% | -1.0% | nt | 5.4 | -18.0% | 9.4%
CS(=O)(=O)N(CC(=O)NCCSCc1ccccc1Cl)c1ccccc1F | -2.1% | 46.1%[activator] | 1.0% | -34.9% | -11.0% | nt | -0.4 | -14.9% | 0.7%
COc1cccc(-c2noc(-c3ccc4c(c3)OCO4)n2)c1 | -7.3% | 17.8% | -0.2% | 0.6% | -15.8% | -24.1% | -15.2 | -12.7% | 3.9%
O=C(NCc1cccc(Br)c1)c1cc(-c2ccccc2)nn1CC1CC(c2cccnc2)=NO1 (stereo not drawn) | 2.8% | 16.5% | 5.8% | nt | i | nt | 3.7 | -14.9% | -20.8%
Cc1ccc(C(=O)Nc2ccc(Br)cc2)cc1S(=O)(=O)NCc1ccccc1 | -5.9% | 15.6% | -5.1% | -3.4% | -7.0% | -0.7%[59 µM] | -0.7 | -7.2% | -23.5%
Cc1ccc(OC(=O)c2ccc(C)c([N+](=O)[O-])c2)cn1 | 5.4% | 50.6%[activator] | -7.3% | ? | -7.9% | ? | 10.4 | -14.4% | -1.0%
CCN(C(=O)c1ccc2c(SCC(=O)O)c3c(nc2c1)CCC3)c1cc(Cl)ccc1OC | 28.8% | 41.7%[activator] | ? | -12.5% | -9.0% | 8.3% | -1.1 | 2.6% | -19.4%
CCCC(=O)NC(=S)NNC(=O)c1ccc([N+](=O)[O-])cc1 | 9.2% | -5.9% | -4.6% | 9.0% | i | 3.16µM* | 4.2 | -12.0% | 70.8µM*
COC(=O)c1sccc1NC(=O)c1ccc(Br)s1 | 0.8% | 10.6% | 1.2% | 4.2% | 6.0% | -4.1%[59 µM] | 2.8 | 5.0% | -11.5%
COc1ccccc1C1CC(=O)NC(C)=C1C(=O)OC(C)C (stereo not drawn) | -14.9% | 24.5% | -0.2% | -0.4% | i | 13.7% | -0.1 | -16.9% | -14.6%
C=CCC[C@H](Cc1ccc(F)cc1)C(=O)OC[C@H](Cc1c[nH]c2ccccc12)NC(=O)[C@@H](CC=C)CC(=O)N[C@H](CO)Cc1ccccc1 | 1.6% | 37.1% | 5.2% | nt | -12.1% | nt | 5.5 | -10.7% | -19.7%
O=C(Oc1ccc(Br)cc1)c1cccc(S(=O)(=O)N2CCOCC2)c1 | -13.1% | 80.2%[activator] | -0.3% | 3.9% | -5.8% | 47.8%[activator] | -1.8 | -27.8% | -3.5%
O=C1c2ccccc2-c2n[nH]c3cccc1c23 | 5.3%&-9.4% | 37.7% | ? | nt | -8.6% | -46.3%&44.5%[12.7 µM] | -0.3&3.3 | ? | -19.9%
COc1cc(C(=O)OCC(=O)Nc2ccc(N3CCOCC3)cc2)ccc1OCC(C)C | 4.3% | 23.9% | ? | 0.5% | -2.7% | 6.31µM* | -5.0 | -16.9% | 12.9%
CNC(=O)c1ccccc1-c1cn(C)c2ccccc2c1=O | -7.9% | 18.8% | 4.1% | -14.3% | i | 2.3% | -0.3 | -14.8% | -4.8%
N#Cc1c(NC(=O)C2CC(c3ccccc3O)=NO2)sc2c1CCC2 (stereo not drawn) | 18.9% | -18.9% | 6.3% | -6.0% | -3.7% | 8.91µM* | -1.8 | -3.3% | -17.9%
Cn1cc(CN(CCO)Cc2cccs2)c(-c2cccc(Cl)c2)n1 | 4.7% | 9.3% | 3.2% | -6.6% | -5.5% | ? | -8.5 | -12.7% | -16.5%
CCOC(=O)N1CCN(c2c(NCCCN3CCCCCC3)c(=O)c2=O)CC1 | 1.1% | 16.7% | 2.1% | -5.6% | i | ? | 2.4 | -13.1% | -22.8%
CC(Oc1ccccc1)C(=O)Nc1cccc(NC(=O)c2ccco2)c1 (stereo not drawn) | 0.4% | 10.6% | 2.5% | -11.1% | -5.1% | 11.8% | 1.7 | 1.8% | -17.7%
CCOc1ccc(NC(=O)Cn2cnc3sc(C)c(S(=O)(=O)N4CCN(c5ccccc5OC)CC4)c3c2=O)cc1 | 0.0% | 28.2% | 45.3%[activator] | 0.4% | -3.4% | -23.4%[59 µM] | 4.8 | -10.8% | -19.1%
c1ccc(C(c2nnnn2C2CCCC2)N2CCN(c3nc4ccccc4s3)CC2)cc1 (stereo not drawn) | 6.4% | 13.1% | 8.1% | 5.5% | -4.1% | -4.4%[59 µM] | 2.1 | 0.1% | -10.1%
Cc1ccc(NC(=O)NC2CC(=O)N(c3ccc4c(c3)OCCO4)C2)cc1F (stereo not drawn) | 11.4% | 14.4% | -5.6% | -7.8% | 5.9% | -3.0% | 1.3 | -9.0% | -10.3%
Cc1ccc(C)c(-n2c(SCC(=O)NC(C(=O)O)C(C)C)nnc2-c2cccc(Cl)c2)c1 (stereo not drawn) | -14.5% | 25.5% | 2.9% | -9.9% | -5.4% | -23.1% | -1.8 | -11.0% | 3.8%
O=C(NN=C1CCCC1)c1cccs1 | 13.8% | 16.0% | -5.5% | -34.9% | i | 11.0%[59 µM] | -4.6 | -16.5% | -14.3%
CCc1ccc(S(=O)(=O)c2cnc3ccc(OC)cc3c2N2CCCC(C)C2)cc1 (stereo not drawn) | -1.8% | 24.2% | 22.1% | -11.9% | i | -11.3%[59 µM] | -2.6 | -26.0% | -8.0%
Cc1cc(C)c2c(=O)cc(C(=O)Nc3ccc(C)c(Cl)c3)oc2c1 | 0.4% | 24.6% | -6.4% | -10.2% | 0.3% | ? | 3.9 | -7.8% | -10.4%
CCCCOc1ccc(NC(=O)CSCC(=O)OCC)cc1 | 0.7% | 22.9% | -0.4% | 5.1% | 5.8% | -9.6%[59 µM] | -5.0 | -2.5% | -0.9%
CCOC(=O)N1CCN(S(=O)(=O)c2ccc3[nH]c(=O)oc3c2)CC1 | 9.9% | 15.5% | -0.9% | -0.8% | -4.2% | 20.5% | -1.4 | -5.9% | -11.3%
O=C(CSc1ccc(F)cc1)NCCSc1ccccc1 | 1.3% | 51.0%[activator] | -1.8% | 25.2% | 1.3% | 29.3% | 0.5 | -16.9% | -6.0%[11.4 µM]
O=c1c2c(-c3ccccc3)ccnc2[nH]n1-c1ccccc1 | ? | -7.3%&-9.3% | -2.5%&-9.2% | -34.5%&-11.7% | 1.9%&-10.6% | 7.0% | -1.3&-1.4 | -1.7%&3.9% | -18.4%&-6.1%
CCc1cccc(CC)c1NC(=O)CNCc1cccs1 | -11.8% | 70.8µM* | -11.9% | 56.2µM* | -6.1% | 35.5µM* | 0.9 | -14.0% | 25.1µM*
Cc1nc2ccc(NC(=S)N3CCCC3)cc2nc1C | 9.7% | 26.0% | 6.2% | -11.6% | 0.3% | nt | 0.4 | 2.0% | -7.7%
COc1ccc(/C=C(\NC(=O)c2ccccc2)C(=O)N2CCCCC2)cc1OC | 8.4% | 32.8% | -0.2% | -4.3% | 12.2% | 28.3% | 4.0 | -3.2% | 4.4%
O=S(=O)(c1ccccc1F)N1CCC(c2nc3ccccc3[nH]2)CC1 | 1.6% | 15.8% | -3.0% | ? | 5.1% | 10.5% | 3.1 | -5.2% | -9.2%
C/C(=N\OCC(=O)Nn1c(C)nc2ccccc2c1=O)c1ccccc1 | 2.5% | 35.0% | -2.2% | 5.6% | -2.0% | -9.6%[59 µM] | 3.0 | -21.9% | -7.4%
Cc1ccccc1-c1nnc(SCC(=O)Nc2ccc(Cl)cc2)n1N | -3.0% | 8.8% | 3.3% | 3.5% | 5.1% | -4.8% | -0.9 | -4.1% | -8.1%
COC(=O)c1c(C)[nH]c(C(=O)CSc2ncnc3sc(-c4ccccc4)cc23)c1C | 8.7% | 22.8% | 5.8% | 4.7% | -3.5% | 14.4%[59 µM] | -3.1 | -4.2% | -7.4%
O=C(c1ccc(COc2ccc(Br)cc2)o1)N1N=C(C(F)F)CC1(O)C(F)F (stereo not drawn) | 5.2% | 30.2% | 5.1% | 7.0% | -8.4% | 14.0%[59 µM] | -1.3 | -13.3% | -10.4%
Cc1cc(C)c2c(c1)SC1=NC(c3ccccc3)(C(F)(F)F)NC(=O)N12 (stereo not drawn) | 19.8% | 5.7% | 3.2% | -1.4% | 0.5% | 5.9%[2.33 µM] | 3.4 | 0.9% | -6.8%
COc1ccc(C(=O)/C=C(/C)N(C)C)cc1 | 5.3% | 9.2% | 1.7% | -1.1% | -2.4% | 44.7µM* | -8.3 | -5.8% | 39.8µM*

Some entries already given, reduced to BAZ2B block, Pol eta inh and PGK inhibitor:
SMILES | BAZ2B block | Pol eta inh | PGK inhibitor
COC(=O)c1c(C)[nH]c(C(=O)CSc2ncnc3sc(-c4ccccc4)cc23)c1C | 4.7% | -4.2% | -3.5%
O=C(c1ccc(COc2ccc(Br)cc2)o1)N1N=C(C(F)F)CC1(O)C(F)F (stereo not drawn) | 7.0% | -13.3% | -8.4%

Screening data as filed in PubChem.
